PP1 inh = blocks human PP1-alpha phosphatase, a PP5 counter-screen. P62136. purified PP1alpha, OMFP fluorescence. inhibition, % at 6.7 µM. 320,000 compounds, 0.9% hits. AID 2235;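 active = inhibition above the mean inhibition of all tested compounds plus 3 SD, computed separately for each screening campaign, cut at about 15% in these data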
PREPL inhibitor = inhibitors of human prolyl oligopeptidase-like enzyme PREPL; Q4J6C6; recombinant PREPL, fluorescence polarization activity-based probe; inhibition, % at 5.96 µM; 320,000 compounds, 0.68% hits; in the data active = inhibition above about 43%;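 note: 0% = enzyme with DMSO and 100% = wells lacking enzyme; many of its hits are not listed in these tables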
Target sequence (Q4J6C6 whole entry, looked up): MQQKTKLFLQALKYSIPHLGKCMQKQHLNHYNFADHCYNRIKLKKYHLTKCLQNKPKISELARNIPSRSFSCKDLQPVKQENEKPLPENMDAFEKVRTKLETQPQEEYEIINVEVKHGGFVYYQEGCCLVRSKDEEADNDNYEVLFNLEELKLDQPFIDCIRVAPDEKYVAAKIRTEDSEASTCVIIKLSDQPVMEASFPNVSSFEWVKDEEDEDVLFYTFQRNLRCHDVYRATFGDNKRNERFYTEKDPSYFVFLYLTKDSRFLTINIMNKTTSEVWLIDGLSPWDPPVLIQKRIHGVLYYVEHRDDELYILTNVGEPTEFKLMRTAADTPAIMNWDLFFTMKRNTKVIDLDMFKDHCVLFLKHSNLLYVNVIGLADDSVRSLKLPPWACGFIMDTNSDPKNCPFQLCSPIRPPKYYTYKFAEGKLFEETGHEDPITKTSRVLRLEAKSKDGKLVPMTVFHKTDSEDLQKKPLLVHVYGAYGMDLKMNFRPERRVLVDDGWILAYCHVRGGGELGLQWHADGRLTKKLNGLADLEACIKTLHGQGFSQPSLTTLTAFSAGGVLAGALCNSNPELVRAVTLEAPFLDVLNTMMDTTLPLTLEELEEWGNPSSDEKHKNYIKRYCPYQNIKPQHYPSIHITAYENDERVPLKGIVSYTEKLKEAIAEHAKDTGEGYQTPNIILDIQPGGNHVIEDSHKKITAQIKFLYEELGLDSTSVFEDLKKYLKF
Fh CTSL1 inh = blocks F. hepatica cathepsin L1 in PFM18AAP counter-screen | 300,000 compounds, 0.49% hits | inhibition, % at 5.96 µM | recombinant F. hepatica cathepsin L1, Z-Leu-Arg-MCA fluorescence;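 active = inhibition above the mean of all tested compounds plus 3 SD, set per screening campaign, cut at about 17% in these data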;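 note: 0% = plate median of test compound wells and 100% = 1 µM Z-Phe-Ala-diazomethylketone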
EBNA-1 inhibitor = blocks EBNA-1 binding to DNA | EBNA-1 DNA binding, fluorescence polarization | inhibition, % at 14.8 µM | 300,000 compounds, 0.34% hits | AID 1950; in the data active = inhibition above about 28%
HCV core dimer = blocks dimerization of HCV core protein. inhibition, % at 5 µM. 300,000 compounds, 0.33% hits. TR-FRET GST/Flag-core106 dimerization, 1536-well;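 active = inhibition above the mean of all tested compounds plus 3 SD, set per screening campaign, cut at about 45% in these data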
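Material: GST/Flag-tagged HCV core106 proteins. Incubation: 4 h, 22.5 °C incubation. Read-out basis: inhibition (%) from 671 over 617 nm ratio. Measured by: TR-FRET, excitation 340 nm, emission 617 and 671 nm.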
ZTA counter = counter-screen for EBNA-1 inhibitors: inhibitors of Epstein-Barr virus ZTA; P03206; ZTA-DNA binding, fluorescence polarization; inhibition, % at 11 µM; 320,000 compounds, 0.15% hits; in the data active = inhibition above about 33%
Target sequence (P03206 whole entry, looked up): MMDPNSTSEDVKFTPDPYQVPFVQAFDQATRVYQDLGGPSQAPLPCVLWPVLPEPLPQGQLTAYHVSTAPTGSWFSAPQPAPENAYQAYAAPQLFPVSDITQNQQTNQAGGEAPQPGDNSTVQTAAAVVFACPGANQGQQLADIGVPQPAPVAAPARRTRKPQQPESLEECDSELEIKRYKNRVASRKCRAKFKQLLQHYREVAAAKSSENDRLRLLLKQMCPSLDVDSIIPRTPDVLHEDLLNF
Efflux pump inh = blocks antifungal efflux pumps in multiplex yeast assay; inhibition, % at 10 µM; S. cerevisiae Candida pump triplex, Nile Red efflux; AID 485275; 330,000 compounds, 0.44% hits;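 active = plate passing quality check with inhibition over a set limit, or well fluorescence over plate mean plus 4 SD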;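 note: Nile Red retained in pooled yeast measured as flow cytometry median fluorescence; 0% = buffer negative control and 100% = Enniatin B positive control; higher means more Nile Red kept so more efflux inhibition; some compounds called inactive have numbers as strong as hits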
TPT1 inhibitor = blocks Candida albicans tRNA 2'-phosphotransferase; recombinant caTPT1, FP RNA substrate dephosphorylation; inhibition, % at 5 µM; 300,000 compounds, 0.81% hits; AID 1962;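 active = inhibition above the mean of all tested compounds plus 3 SD, set per screening campaign, cut at about 24% in these data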;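 note: plate controls were DMSO alone for no effect and ferristatin control at 100 nM for full effect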
PP5 primary = inhibitors of human protein phosphatase 5 (PP5). P53041. inhibition, % at 6.7 µM. purified PP5c, OMFP substrate fluorescence. 320,000 compounds, 0.18% hits;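 active = inhibition above the campaign's mean inhibition across all tested compounds plus 3 SD, cut at about 9.5% in these data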;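 note: 0% = DMSO only and 100% = 100 µM cantharidin control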
Active calls of the source: *; . = no result given. A portion of the library; count on the stated rates, not on these rows.

SMILES	PP1 inh	PREPL inhibitor	Fh CTSL1 inh	EBNA-1 inhibitor	HCV core dimer	ZTA counter	Efflux pump inh	TPT1 inhibitor	PP5 primary
CCCn1c(C(=O)OC)cc2c1ccn2-c1ccc(F)cc1	-2	3	3	-8	-6	7	0.1	3	-0.2
Cc1cc(NC(=O)/C=C\C(=O)O)c([N+](=O)[O-])cc1C	-1	6	-4	1	-2	-5	-0.1	-4	-0.1
O=c1oc(Nc2ccc(F)cc2)nc2ccccc12	-1	-1	0	4	-5	0	-0.2	-4	-2.2
COc1cc(-c2c(NC(=O)c3ccco3)oc3c(C)cccc3c2=O)cc(OC)c1OC	-1	2	7	1	6	18	0.0	1	0.8
NS(=O)(=O)c1cc(C(=O)OCC(=O)Nc2ccc(Cl)cc2[N+](=O)[O-])ccc1Cl	-1	6	2	13	10	-2	0.0	-2	1.9
COc1ccc(S(=O)(=O)N2CCN(Cc3ccc(Cl)cc3)CC2)cc1	-1	-13	1	2	6	-2	-0.1	1	1.9
Cc1ccc(NC(=O)CCc2nc(-c3cccs3)no2)c(Br)c1	-4	-6	1	-1	12	5	0.0	-2	2.7
COc1ccc2[nH]c(=O)c(CNc3cccc(C)c3)cc2c1	3	17	10	-4	7	-6	-0.2	-12	-0.1
COC(=O)c1ccc2c(=O)n(-c3ccccc3)c(SCN3C(=O)c4ccccc4C3=O)nc2c1	-2	-2	-1	8	25	2	0.4	-2	-0.3
Cc1nnc(NC(=O)CCN2C(=O)/C(=C\c3ccccc3)SC2=S)s1	-2	0	-1	-8	-2	-4	0.1	0	2.3
Cc1cc(NC(=O)C2CC(=O)N(c3cccc(Cl)c3)C2)no1 (stereo not drawn)	2	0	7	-9	-5	-4	-0.1	1	-1.0
Fc1cc(Cl)ccc1NC1=NCCCCC1	0	15	0	-12	0	-3	0.0	0	2.3
CN(CC(=O)Nn1cnnc1)S(=O)(=O)c1ccc(Br)cc1	0	3	-2	3	-3	8	-0.1	-2	0.1
O=C(CSc1nc2ccccc2[nH]1)Nc1c(F)c(F)c(F)c(F)c1F	-3	-1	-2	-11	-2	4	0.1	-5	0.1
COc1ccccc1OCC(=O)Nc1cccc(S(=O)(=O)NC2=NCCCCC2)c1	-1	9	-15	-8	-2	0	0.0	6	0.8
CCN(c1ccccc1)S(=O)(=O)c1ccc(C(=O)NCC(c2cccs2)N(C)C)cc1 (stereo not drawn)	-2	5	-12	-3	-1	-7	0.1	4	2.8
COc1ccccc1N1CCN(C(=O)c2ccc(COc3cccc4c3OC(C)(C)C4)cc2)CC1	2	-4	3	3	5	-10	0.4	-1	12*
NC(=O)CSc1nc2ccccc2c(=O)n1-c1ccccc1	-1	-6	1	-1	7	-7	0.0	3	1.4
COc1ccccc1/C=C/C=N/NC(=O)c1ccc2nc[nH]c2c1	-3	8	2	-6	-16	8	0.1	1	-0.4
CCOc1ccc(/C(O)=C2/C(=O)C(=O)N(c3ncccn3)C2c2ccccc2)cc1 (stereo not drawn)	2	-1	-1	10	0	12	0.0	-4	-0.5
CCOc1cccc2sc(N(CCCN(C)C)C(=O)c3ccc(S(=O)(=O)N(C)Cc4ccccc4)cc3)nc12	8	31	-1	9	-25	-16	-0.1	-1	5.1
C/C(CC(=O)Nc1cc(C)ccn1)=N\NC(=O)C(=O)NC(C)C	1	-1	-1	-5	-4	0	0.0	-1	2.3
CCOc1ccc(N(Cc2ccc(C(=O)O)cc2)S(=O)(=O)c2ccc(C)cc2)cc1	1	2	0	-5	25	16	0.0	-6	0.4
Cc1ccc(-n2nc3c(c2NC(=O)c2ccc4c(c2)OCO4)CS(=O)(=O)C3)cc1C	-2	-6	-3	-11	1	-4	-0.3	-1	1.8
CCCCN(CC)S(=O)(=O)c1ccc(C(=O)Nc2nnc(CSC)o2)cc1	29*	-1	-5	-15	5	1	0.1	-3	1.8
COc1ccc(C(=O)O/N=C(\N)c2ccccn2)cc1	1	13	4	-3	0	2	0.0	-3	1.1
CCOc1ccc(C2C([N+](=O)[O-])=C(C)N(C)C(=O)N2C)cc1OC (stereo not drawn)	-2	10	3	-1	-2	1	0.0	-4	2.4
Cc1cn2nc(N)c3ccccc3c2n1	-2	5	-2	14	3	18	0.0	-4	-0.4
Cc1ccc(S(=O)(=O)Cc2ccc([N+](=O)[O-])cc2)cc1	1	4	3	-10	-1	-14	0.0	-5	2.7
O=C(NCC1CCCO1)c1ccc(-c2cccc(C(F)(F)F)c2)o1 (stereo not drawn)	-6	5	0	2	7	-4	0.0	-2	1.3
C=CCn1c(SCC(=O)Nc2nc3ccccc3s2)nnc1-c1ccccc1O	0	-30	-1	1	7	2	0.2	2	4.6
COc1cccc(/C=C2\SC(=O)N(CCC(=O)N3CCC(C(=O)O)CC3)C2=O)c1	-4	8	5	10	13	10	-0.1	0	0.3
O=[N+]([O-])c1ccc2nc(-[n+]3c(-c4ccccc4)cc(-c4ccccc4)cc3-c3ccccc3)[nH]c2c1	2	3	1	-9	14	-6	0.6	0	2.1
CN(Cc1ccccc1)C(=O)COC(=O)c1ccc(S(=O)(=O)N(C)C)cc1	-5	2	1	-7	-7	-12	0.1	0	0.4
CC(OC(=O)c1ccc(S(=O)(=O)N2CCCCC2)cc1)C(=O)Nc1ccc(C(N)=O)cc1 (stereo not drawn)	-4	11	.	.	.	-5	0.0	.	0.4
COc1ccc(C(C(=O)OC(C)CN(C)C)c2ccccc2)cc1 (stereo not drawn)	-1	-2	3	6	-7	2	0.0	-2	-1.1
COCC(=O)N1CCN(c2cccc(Cl)c2)CC1	3	0	1	-3	1	2	-0.3	3	-0.4
COc1ccc(C2=NN(S(=O)(=O)c3ccccc3)C(c3ccccc3)C2)cc1 (stereo not drawn)	0	-9	1	-2	4	4	0.0	1	2.1
CCc1nnc(NC(=O)CN2CCOCC2)s1	-2	14	-4	1	1	8	0.1	2	4.5
O=C(Nc1nc(-c2ccc3c(c2)OCCO3)cs1)c1ccc(S(=O)(=O)N2CCCCC2)cc1	0	1	1	15	18	-6	0.4	0	3.1
COc1ccccc1CNC(=O)C1CCN(S(=O)(=O)c2ccc(-n3cnnn3)cc2)CC1	1	22	2	19	-11	-2	-0.2	-1	-0.7
Cc1ccccc1-n1c2nc(=O)n(C)c(=O)c-2cc2ccccc21	0	2	1	-10	-1	8	0.0	2	2.0
Cc1cc(=O)oc(C)c1C(=O)NCc1ccccn1	-2	-5	2	7	0	-13	0.1	-1	2.9
C=CCN(c1ccccc1Cl)S(=O)(=O)c1cc(C(=O)N2CCCC2)ccc1Cl	-1	28	-1	0	6	-7	-0.1	3	-0.6
Cc1[nH]c2ccccc2c(=O)c1SC(F)(F)C(F)C(F)(F)F (stereo not drawn)	1	3	-2	1	5	-11	0.0	-5	3.2
COc1ccccc1C(c1nnnn1CS(=O)(=O)c1ccc(C)cc1)N1CCSCC1 (stereo not drawn)	-2	-1	2	-8	12	10	0.0	-3	4.0
CN(CC(=O)OCC(=O)NCc1ccccc1)S(=O)(=O)c1ccc(F)cc1	-3	9	.	.	.	-15	-0.3	.	0.3
O=C(c1ccc(Cl)c(Cl)c1)N1CCC(=O)N(C(COCc2ccc(Cl)cc2)Cc2ccccc2)CC1 (stereo not drawn)	11	10	1	-4	4	2	0.1	-3	5.2

14 consecutive records out of the list so far:
SMILES	PP1 inh	PREPL inhibitor	Fh CTSL1 inh	EBNA-1 inhibitor	HCV core dimer	ZTA counter	Efflux pump inh	TPT1 inhibitor	PP5 primary
O=[N+]([O-])c1ccc2nc(-[n+]3c(-c4ccccc4)cc(-c4ccccc4)cc3-c3ccccc3)[nH]c2c1	2	3	1	-9	14	-6	0.6	0	2.1
CN(Cc1ccccc1)C(=O)COC(=O)c1ccc(S(=O)(=O)N(C)C)cc1	-5	2	1	-7	-7	-12	0.1	0	0.4
CC(OC(=O)c1ccc(S(=O)(=O)N2CCCCC2)cc1)C(=O)Nc1ccc(C(N)=O)cc1 (stereo not drawn)	-4	11	.	.	.	-5	0.0	.	0.4
COc1ccc(C(C(=O)OC(C)CN(C)C)c2ccccc2)cc1 (stereo not drawn)	-1	-2	3	6	-7	2	0.0	-2	-1.1
COCC(=O)N1CCN(c2cccc(Cl)c2)CC1	3	0	1	-3	1	2	-0.3	3	-0.4
COc1ccc(C2=NN(S(=O)(=O)c3ccccc3)C(c3ccccc3)C2)cc1 (stereo not drawn)	0	-9	1	-2	4	4	0.0	1	2.1
CCc1nnc(NC(=O)CN2CCOCC2)s1	-2	14	-4	1	1	8	0.1	2	4.5
O=C(Nc1nc(-c2ccc3c(c2)OCCO3)cs1)c1ccc(S(=O)(=O)N2CCCCC2)cc1	0	1	1	15	18	-6	0.4	0	3.1
COc1ccccc1CNC(=O)C1CCN(S(=O)(=O)c2ccc(-n3cnnn3)cc2)CC1	1	22	2	19	-11	-2	-0.2	-1	-0.7
Cc1ccccc1-n1c2nc(=O)n(C)c(=O)c-2cc2ccccc21	0	2	1	-10	-1	8	0.0	2	2.0
Cc1cc(=O)oc(C)c1C(=O)NCc1ccccn1	-2	-5	2	7	0	-13	0.1	-1	2.9
C=CCN(c1ccccc1Cl)S(=O)(=O)c1cc(C(=O)N2CCCC2)ccc1Cl	-1	28	-1	0	6	-7	-0.1	3	-0.6
Cc1[nH]c2ccccc2c(=O)c1SC(F)(F)C(F)C(F)(F)F (stereo not drawn)	1	3	-2	1	5	-11	0.0	-5	3.2
COc1ccccc1C(c1nnnn1CS(=O)(=O)c1ccc(C)cc1)N1CCSCC1 (stereo not drawn)	-2	-1	2	-8	12	10	0.0	-3	4.0

Going on with the list:
SMILES	PP1 inh	PREPL inhibitor	Fh CTSL1 inh	EBNA-1 inhibitor	HCV core dimer	ZTA counter	Efflux pump inh	TPT1 inhibitor	PP5 primary
CC(C)(O)C#Cc1ccc(C(=O)Nc2ccc3c(c2)OCO3)s1	-1	16	7	-12	0	-3	0.1	2	0.5
COc1ccc(C(=O)N(Cc2ccco2)Cc2cc3cc(C)ccc3[nH]c2=O)cc1OC	-1	6	2	-1	2	-20	0.0	0	2.6
NS(=O)(=O)c1ccc(N2N=C(c3ccc(Br)cc3)CC2c2ccc(F)cc2)cc1 (stereo not drawn)	2	26	-2	5	11	17	0.2	3	6.4
Cc1cccn2c(=O)c3cc(C(=O)NC4CCCCCC4)sc3nc12	7	-33	3	-8	4	8	-0.1	-2	1.0
Cc1ccc(SCC(=O)OCC(=O)N(CC(C)C)c2c(N)n(Cc3ccccc3)c(=O)[nH]c2=O)cc1C	2	8	3	4	3	5	0.4	2	0.9
CC(=O)Nc1ccc(NC(=O)CSc2nnc(NC(=O)c3ccco3)s2)cc1	-2	2	0	10	0	0	0.1	-1	2.9
c1ccc2c(N3CCCCC3)nc(N3CCCCC3)nc2c1	-3	5	0	1	-3	-3	0.1	0	2.8
O=C1[C@@H]2C(Cc3ccc(O)cc3)NC3(C(=O)Nc4ccc(F)cc43)[C@@H]2C(=O)N1c1ccc(F)cc1 (stereo partly drawn)	1	5	4	4	8	-2	0.0	-2	3.2

Nothing new here: an excerpt of the list.
SMILES	PP1 inh	PREPL inhibitor	Fh CTSL1 inh	EBNA-1 inhibitor	HCV core dimer	ZTA counter	Efflux pump inh	TPT1 inhibitor	PP5 primary
CC(C)(O)C#Cc1ccc(C(=O)Nc2ccc3c(c2)OCO3)s1	-1	16	7	-12	0	-3	0.1	2	0.5
COc1ccc(C(=O)N(Cc2ccco2)Cc2cc3cc(C)ccc3[nH]c2=O)cc1OC	-1	6	2	-1	2	-20	0.0	0	2.6
NS(=O)(=O)c1ccc(N2N=C(c3ccc(Br)cc3)CC2c2ccc(F)cc2)cc1 (stereo not drawn)	2	26	-2	5	11	17	0.2	3	6.4

Screening results: PubChem BioAssay, several laboratories
